# Screening data (PubChem BioAssay)
# NPSR antagonist: antagonists of human neuropeptide S receptor cAMP signaling | Q6W5P4 | CHO-NPSR cells, cAMP TR-FRET, antagonist mode | Potency, µM (highest dose often 38.3 µM), for inactives: at the highest dose activity change, negative = inhibition, usual class: inhibitors | 220,000 tested, 1% active | AID 1461; note: potency is the fitted concentration of half-maximal effect; % is set by controls: 0 for no effect and ±100 for the full control effect; nearly all actives have a fitted effect of over 50% in size; many of its hits are not listed in these tables
# IMPase Li inh: cell-permeable IMPase inhibitors with lithium potentiation | AID 1457 | 210,000 tested, 0.35% active | CHO-M1 cells, IP1 TR-FRET (IP-One), carbachol + lithium | Potency, µM (titrated, usually from 59.4 µM), inactives show top-dose activity, negative = IMPase inhibition, most hits filed as inhibitors;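 note: IP1 builds up when IMPase is blocked and the TR-FRET signal falls; potency is the fitted concentration of half-maximal effect; plate controls were basal vehicle for no effect and high inhibitor control for full effect; nearly all actives have a fitted effect of over 50% in size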
#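 Readout is a homogeneous TR-FRET IP1 immunoassay (Ex 320, Em 665 and 620), where raised cytosolic IP1 lowers signal. Cells were CHO-M1 treated 30 min at 37C with test compounds plus a little lithium; AC50 values came from Hill-equation fitting.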
# Epigenetic derep: derepresses silenced GFP reporter in murine cells | murine LDR cells, GFP reporter derepression, 30 h | AID 1865 | Potency, µM (top dose mostly 53.9 µM), without a hit: at the highest dose GFP activation, actives largely listed as activators | 280,000 tested, 0.2% active; note: potency is the fitted concentration of half-maximal effect; % of control where 0% means no effect; nearly all actives have a fitted effect of over 60% in size
#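 Readout is the number of GFP-expressing murine LDR cells, counted by cytometry following washing. Cells were treated with compound for 30 h at 37 C; the stably integrated CMV-GFP locus is normally silent.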
# HTT aggregate: reduces HttQ103-GFP aggregates in PC12 cells | 220,000 tested, 1.1% active | AID 1688 | Potency, µM (titrated, usually from 46.1 µM), for the others: at the highest dose activity change, negative = inhibition, hits mostly inhibitors | PC12 HttQ103-GFP aggregates, Acumen cytometry, 40 h; note: potency is the fitted concentration of half-maximal effect; % is set by controls: 0 for no effect and ±100 for the full control effect; nearly all actives have a fitted effect of over 60% in size
#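 Ecdysone-promoter PC12 model expressing HTT exon 1 Q103 fused to GFP, induced by tebufenozide at 100 nM final. Compounds titrated; aggregates sized 1–25 µm scored on a 488 nm laser cytometer.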
# L3MBTL1 block: inhibitors of human L3MBTL1; Q9Y468; AlphaScreen L3MBTL1–H3K9me1 peptide binding; Potency, µM (highest dose often 57.1 µM), inactives show top-dose activity, negative = inhibition, actives largely listed as inhibitors; 230,000 tested, 0.66% active; AID 485360; note: potency is the fitted concentration of half-maximal effect; % is set by controls: 0 for no effect and ±100 for the full control effect; nearly all actives have a fitted effect of over 60% in size
# Target sequence (Q9Y468 whole entry, looked up): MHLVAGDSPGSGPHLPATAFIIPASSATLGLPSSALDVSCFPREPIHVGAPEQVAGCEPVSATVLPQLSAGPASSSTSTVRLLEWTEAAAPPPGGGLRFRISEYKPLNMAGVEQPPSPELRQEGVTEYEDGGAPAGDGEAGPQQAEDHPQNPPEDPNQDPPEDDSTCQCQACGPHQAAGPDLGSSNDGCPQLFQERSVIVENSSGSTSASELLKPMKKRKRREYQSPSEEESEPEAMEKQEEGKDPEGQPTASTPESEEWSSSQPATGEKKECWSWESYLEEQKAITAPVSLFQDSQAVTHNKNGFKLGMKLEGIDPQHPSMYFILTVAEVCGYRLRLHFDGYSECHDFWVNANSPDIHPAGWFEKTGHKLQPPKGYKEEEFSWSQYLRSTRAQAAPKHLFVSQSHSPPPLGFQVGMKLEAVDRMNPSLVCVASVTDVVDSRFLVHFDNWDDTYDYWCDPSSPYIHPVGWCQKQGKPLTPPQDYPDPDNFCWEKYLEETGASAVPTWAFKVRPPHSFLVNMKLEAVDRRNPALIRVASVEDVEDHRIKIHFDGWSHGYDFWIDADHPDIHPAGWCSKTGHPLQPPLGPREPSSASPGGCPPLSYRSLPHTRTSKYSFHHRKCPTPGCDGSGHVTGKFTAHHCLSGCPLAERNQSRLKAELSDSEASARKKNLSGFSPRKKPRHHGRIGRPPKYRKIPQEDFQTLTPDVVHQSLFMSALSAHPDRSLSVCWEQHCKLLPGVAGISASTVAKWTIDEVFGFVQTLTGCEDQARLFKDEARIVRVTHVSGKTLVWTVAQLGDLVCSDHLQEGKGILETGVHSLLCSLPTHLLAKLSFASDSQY
#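 L3MBTL1 (50 nM) pre-complexed 30 min with biotinylated H3(1-15)K9me1 peptide (75 nM), then compounds added for 30 min at room temperature; AlphaScreen streptavidin donor/nickel chelate acceptor beads (10 ug/mL final) read after 30 min dark incubation.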
# CBFb-RUNX1 inh: CBF-beta/RUNX1 interaction disruption | AlphaScreen CBFb-His/RUNX1-biotin binding, biochemical | 230,000 tested, under 10 active | AID 1477 | Potency, µM (titrated, usually from 59.8 µM), for inactives: at the highest dose activity, negative = inhibition, actives largely listed as inhibitors | Q01196+Q13951; note: % of control where 0% means no effect
#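 Read-out: AlphaScreen. Format: His-CBF-beta with biotinylated RUNX1 (30 nM each) preincubated 20 min, compound 15 min, Ni-chelate plus streptavidin beads 90 min; room temperature throughout.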
# KinaseGlo FLuc: Kinase-Glo luciferase inhibition (counter-screen); Kinase-Glo luciferase, ATP luminescence, 8 min; AID 1379; Potency, µM (highest dose often 38.3 µM), for the others: at the top dose activity change, negative = inhibition, most hits filed as inhibitors; 200,000 tested, 0.28% active; Q27757; note: potency is the fitted concentration of half-maximal effect; % is set by controls: 0 for no effect and ±100 for the full control effect; nearly all actives have a fitted effect of over 60% in size
#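 Luminescence was the read-out, taken after 8-minute incubation at ambient temperature. Luciferase turned over luciferin with 10 uM ATP in imidazole pH 7.2 buffer containing KCl, MgCl2, Tween 20 and BSA.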
# The depositor's hits bear a star; ? = inconclusive; . = no result given; & = joins results of further samples; [ ] = dose if it differs, or a comment. Calls come from the whole dose curve; as a rule, active = well fitted curve in the direction sought with a large enough effect; inconclusive = small, poorly fitted or top-dose-only effect, or another doubt; inactive = no such curve, though single readings can be large; an effect the other way counts as inactive or inconclusive.
# Sequence of screens – NPSR antagonist	IMPase Li inh	Epigenetic derep	HTT aggregate	L3MBTL1 block	CBFb-RUNX1 inh	KinaseGlo FLuc
CCOC(=O)NC(=O)COC(=O)CNC(=O)c1cccc(OC)c1
  1%	1%	2.9%[10.1 µM]	18%[9.22 µM]	4%	3%	-1%
Cc1cc(C)nc(NS(=O)(=O)c2ccc(Br)s2)c1
  -18%[46.1 µM]	3%[38.3 µM]	-4.1%	?	.	1%	3%
Cc1c([N+](=O)[O-])nnn1-c1cc(Cl)cc(Cl)c1
  -25%	-3%	-2.6%	15%	4%	-8%	-1%
CN1CCN(CC(=O)C23CC4CC(CC(C4)C2)C3)CC1
  -2%[46.1 µM]	0%[38.3 µM]	-1.1%	-4%	6%	8%	1%
Cc1nc2ccccn2c1C(=O)NCc1ccc2c(c1)OCO2
  6%[46.1 µM]	1%[38.3 µM]	-0.7%	?	?	2%	-2%
CCOC(=O)N1CCN(C(=S)NC(=O)c2ccnn2C)CC1
  9%	-6%	0.0%	8%	-8%	-2%	0%
CC(NC1CCCC1)c1ccccc1 (stereo unspecified)
  -10%	14%	-4.7%	2%[9.22 µM]	?	-4%	1%
O=CNCCCc1nc2ccccc2n1Cc1cccc2ccccc12
  -13%[46.1 µM]	31%[38.3 µM]	-3.1%	-8%	.	-6%	0%
COc1cccc(CNC(=O)C(=O)NCCc2ccc(OC)c(OC)c2)c1
  3%	9%	-0.9%	6%	-3%	5%	-1%
COc1ccc(/C=N/n2cnc3c([nH]c4ccccc43)c2=O)cc1CO
  5%	.	-1.9%	-8%[9.22 µM]	.	4%	.
Cc1ccc(-n2nnc3c(=O)n(CC(=O)NCc4ccco4)cnc32)cc1
  0%[46.1 µM]	-12%[38.3 µM]	1.9%	-7%	.	0%	0%
O=C(N/N=C/c1cc([N+](=O)[O-])cc(Br)c1O)C12CC3CCC(CC(C3)C1)C2
  6%[7.67 µM]	.	-1.4%	-8%[9.22 µM]	-17%	-25%	.
Brc1ccc(CNc2cc3c(cc2Br)OCCO3)cc1
  -35%	12%	-1.1%	-16%	?	?	1%
COc1ccc(CCNC(=O)CN2CCN(c3cccc(Cl)c3)CC2)cc1OC
  -18%[46.1 µM]	-2%[38.3 µM]	-2.4%	4%	-9%	-3%	-9%
CCOc1ccc(C(C)=O)cc1CSc1nnc(N)s1
  2%	2%	-1.4%	1%	4%	-7%	0%
Cc1ccc(S(=O)(=O)NNC(=O)Nc2ccc(Cl)cc2)cc1
  6%	4%	4.4%	18%	2%	8%	0%
O=C(NCCC1=CCCCC1)C1CCN(S(=O)(=O)c2cccs2)CC1
  -15%[46.1 µM]	15%[38.3 µM]	-0.4%	8%	0%	0%	-2%
O=C(NCc1ccc(F)cc1)c1nc(-c2cccs2)no1
  -57%	2%	1.1%	-4%	16%	0%	2%
Nc1cccc(C(=O)Nc2ccc(N)cc2Cl)c1
  ?	18%[38.3 µM]	-1.0%	-1%	.	7%	-6%
COC(=O)C1=C(C)OC(N)=C(C#N)C1c1cc2cccc(C)c2nc1Cl (stereo unspecified)
  2%	10%	-1.4%	9%[9.22 µM]	-9%	-2%	3%
COc1ccc(OC)c(S(=O)(=O)NCCOC23CC4CC(CC(C4)C2)C3)c1
  2%	7%	1.1%	-24%	8%	9%	3%
O=C1CCC(=O)N1CNc1cccnc1
  5%[46.1 µM]	6%[38.3 µM]	2.9%	-6%	4%	13%	-2%
O=C(OCc1csc(-c2ccccc2)n1)c1ccc(O)cc1
  -10%	13%	-1.5%	11%	7%	2%	-2%
Cc1c(C=O)n(C)n(-c2ccccc2)c1=O
  15%	5%	0.8%	0%	.	-2%	6%
C/C(=N\NC(=O)CSc1nc2ccccc2s1)c1cccnc1
  8%[7.67 µM]	.	-1.4%	8%[9.22 µM]	-11%	-3%	.
CC(C)Oc1ccc(C(CC(=O)O)NC(=O)C(Sc2ccccc2)c2ccccc2)cc1 (stereo unspecified)
  -11%	1%	-4.7%	-7%	.	-2%	11%
CC1Cn2c(nnc2-c2cccc(N)c2)S1 (stereo unspecified)
  11%	6%	0.0%	3%	-18%	10%	7%
Cc1cc(NC2C3CC4CC(C3)CC2C4)n2ncnc2n1 (stereo unspecified)
  -8%[46.1 µM]	7%[38.3 µM]	1.6%	-9%	-2%	4%	1%
COc1ccc(-c2c(C#N)c(SCC(N)=O)nc3c2CCCC3)cc1
  -37%	?	1.0%	7%	1%[11.4 µM]	-3%	2%
N#CCN1C(=O)C2CCCN2c2ccc(S(=O)(=O)N3CCOCC3)cc21 (stereo unspecified)
  0%	-2%	-5.7%	31%	.	-15%	1%

# Already shown: entries from further up.
# Sequence of screens – NPSR antagonist	IMPase Li inh	Epigenetic derep	HTT aggregate	L3MBTL1 block	CBFb-RUNX1 inh	KinaseGlo FLuc
Cc1c(C=O)n(C)n(-c2ccccc2)c1=O
  15%	5%	0.8%	0%	.	-2%	6%
C/C(=N\NC(=O)CSc1nc2ccccc2s1)c1cccnc1
  8%[7.67 µM]	.	-1.4%	8%[9.22 µM]	-11%	-3%	.
CC(C)Oc1ccc(C(CC(=O)O)NC(=O)C(Sc2ccccc2)c2ccccc2)cc1 (stereo unspecified)
  -11%	1%	-4.7%	-7%	.	-2%	11%

# The results go on.
# Sequence of screens – NPSR antagonist	IMPase Li inh	Epigenetic derep	HTT aggregate	L3MBTL1 block	CBFb-RUNX1 inh	KinaseGlo FLuc
CC1CCCN(C(=O)COc2ccc(-c3ccccc3)cc2)C1 (stereo unspecified)
  -28%	-4%	-1.4%	-8%	11%	2%	2%
O=C(Nc1ccc2c(c1)OCCO2)C1CCN(c2cnccn2)CC1
  2%[46.1 µM]	15%[38.3 µM]	-1.0%	3%	.	1%	-3%
CCSc1nnc([C@H](Cc2c[nH]c3ccccc23)NC(=O)OC(C)(C)C)o1
  0%[46.1 µM]	13%[38.3 µM]	0.1%	-11%	.	-4%	-2%
CCN1CCN(c2ccc(NC(=O)c3ccc4c(c3)[nH]c(=O)n4Cc3ccc(OC)cc3)cc2)CC1
  -1%	11%	-3.2%	-8%	-12%	6%	0%
Cc1ccc(C)c(-n2c(SCC(=O)N3CCC(C(=O)O)CC3)nnc2-c2cccc(Cl)c2)c1
  3%	1%	1.1%	19%	-4%	6%	0%
Cc1ccc(N2CCN(c3ccc(C)cc3)C2c2ccncc2)cc1
  ?	-2%[38.3 µM]	4.1%	0%[9.22 µM]	?	?	-7%
CCc1ccc(/C=N/NC(=O)c2cc(C)on2)s1
  1%	3%	0.0%	13%	-2%	12%	-3%
CN1C(=O)/C(=C/C=C2\SCCN2C)SC1=S
  -8%	20%	0.0%	14%	-7%	-4%	-17%
O=C(OCCN1CCN(c2ncc(C(F)(F)F)cc2Cl)CC1)c1ccc(F)cc1
  -9%[46.1 µM]	8%	-0.9%	3%	11%	16%	1%
O=C(Nc1ccc(F)cc1)C(NC1CCCCC1)c1ccccc1 (stereo unspecified)
  -14%	17%	1.1%	-10%	.	15%	-1%
Clc1ncnc2scc(-c3ccc(Br)cc3)c12
  -34%	-11%	-1.5%	7%	25%	-4%	1%
CCC(C(=O)NC1CCCC1)N(Cc1ccco1)C(=O)Cn1nnc(-c2ccc(C)cc2)n1 (stereo unspecified)
  ?	39%[activator][38.3 µM]	0.8%	?	-9%	9%	-1%
COc1ccc2oc(-c3ccccc3)c(OC)c(=O)c2c1
  .	22%	0.8%	.	.	4%[21.7 µM]	3%
CC(=O)Nc1cccc(NC(=O)CSc2nnnn2Cc2ccccc2)c1
  -3%[46.1 µM]	-5%[38.3 µM]	0.9%	8%	1%	5%	-5%
O=C(Cn1cnc2ccccc2c1=O)NCC(=O)N1CCOCC1
  1%	-9%	-2.8%	-21%	.	-5%	5%
CCOC(=O)CC(N)c1cccc([N+](=O)[O-])c1 (stereo unspecified)
  3%	15%	-1.3%	-15%	8%	2%	-1%
CCC(C(=O)OCCN(CC)CC)c1ccccc1 (stereo unspecified)
  -6%	23%	0.3%	-20%&3%	4%	10%	1%
O=C(COC(=O)c1ccc(Cl)nc1)NCCC1=CCCCC1
  7%	1%	-1.4%	10%	2%	7%	2%
Cc1cc2ncn(C(=O)c3ccc4c(c3)OCO4)c2cc1C
  ?	?	-1.3%	17%[9.22 µM]	-9%	0%	-3%
O=C(CNC(=O)c1ccc(Oc2ccccc2)cc1)OCc1ccc(Br)cc1
  -3%	9%	2.2%	12%	14%	6%	-2%
O=C(Cc1ccc(Cl)cc1Cl)NCC1(N2CCOCC2)CCCCC1
  -21%	21%	5.6%	-6%	-3%	12%	4%
O=C(N[C@@H](Cc1c[nH]c2ccccc12)C(=O)O)c1ccccc1Cl
  6%	-15%	1.1%	-14%	.	-9%	.
CCCOP(=O)(c1ccc(N(C)C)cc1)C(Nc1ccccc1)c1ccc(N(C)C)cc1 (stereo unspecified)
  -21%[46.1 µM]	7%	0.0%	5%	?	-6%	-2%
COc1ccc(C2(CNC(=O)c3ccc(Br)o3)CCOCC2)cc1
  -10%[46.1 µM]	26%[38.3 µM]	-2.1%	-7%	25%[11.4 µM]	2%	2%
Cc1cc(C)nc(N/N=C/c2ccccc2OCc2ccc(Cl)cc2)n1
  -41%	10%	-0.1%	-9%	-4%	0%	0%
Nc1ccc(C(=O)N/N=C/c2sc(N3CCOCC3)nc2-c2ccccc2)cc1
  -31%	6%	-1.3%	?	-7%	-25%	-5%
Cc1nn(CC(=O)OCCOc2ccc(Br)cc2)c(C)c1[N+](=O)[O-]
  10%	16%	0.1%	-8%	2%	3%	3%
CC(C)C(C)NC(=O)COc1ccc(OCc2ccccc2)cc1 (stereo unspecified)
  -9%	6%	4.5%	-18%	5%	13%	3%
CC1CCN(C(=S)c2cccc(O)c2)CC1
  9%	-3%	1.0%	6%[9.22 µM]	-3%	4%	-3%
O=C1CC(c2ccccc2)CC(O)=C1C=Nc1ccccc1O (stereo unspecified)
  -14%	2%	2.5%	8%[9.22 µM]	-1%	-3%	-6%
O=C(Nc1nccs1)C1CCN(S(=O)(=O)c2c(Cl)cccc2Cl)CC1
  2%[46.1 µM]	9%[38.3 µM]	1.2%	-6%	.	3%	0%
O=C(NCc1ccccc1)N(Cc1cc2cc3c(cc2[nH]c1=O)OCO3)CC1CCCO1 (stereo unspecified)
  -4%[46.1 µM]	-8%[38.3 µM]	-2.9%	4%	4%	-2%	3%

# This is a subset (hit frequency here may not be typical).
